# Luciferase inh: inhibitors of firefly (Photinus pyralis) luciferase; purified P. pyralis luciferase, luminescence, biochemical; Potency, µM (highest dose often 115 µM), for inactives: top-dose activity change, negative = inhibition, actives largely listed as inhibitors; hit rate 2.5% among 76,000; AID 1347043; note: potency is the fitted concentration of half-maximal effect; nearly all actives have a fitted effect of over 65% in size
# Target sequence (P08659 whole entry, looked up): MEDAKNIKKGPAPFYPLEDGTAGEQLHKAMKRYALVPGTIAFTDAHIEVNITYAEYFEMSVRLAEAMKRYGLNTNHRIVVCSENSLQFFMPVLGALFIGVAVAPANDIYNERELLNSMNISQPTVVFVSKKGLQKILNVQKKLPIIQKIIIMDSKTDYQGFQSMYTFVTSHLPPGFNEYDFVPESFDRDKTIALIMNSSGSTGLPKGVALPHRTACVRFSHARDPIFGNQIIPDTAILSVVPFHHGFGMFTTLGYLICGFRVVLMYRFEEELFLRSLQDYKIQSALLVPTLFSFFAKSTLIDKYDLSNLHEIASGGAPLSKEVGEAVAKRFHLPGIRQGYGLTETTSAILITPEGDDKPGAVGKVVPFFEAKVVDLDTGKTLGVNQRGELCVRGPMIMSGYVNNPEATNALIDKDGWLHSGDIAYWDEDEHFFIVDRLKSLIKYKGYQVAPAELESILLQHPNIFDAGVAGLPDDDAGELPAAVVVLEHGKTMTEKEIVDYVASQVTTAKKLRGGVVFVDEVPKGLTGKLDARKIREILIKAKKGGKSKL
#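 Luminescence read by CCD imaging after purified firefly luciferase (10nM final) was added to substrate buffer holding 10uM D-luciferin and 10uM ATP, pH 7.5, pre-dosed with compound.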
# NIH3T3 tox: cytotoxic compounds in NIH 3T3 cells | NIH 3T3 viability, CellTiter-Glo ATP luminescence, 48-72 h | Potency, µM (titrated, usually from 96.7 µM), for the others: at the top dose activity change, negative = cytotoxicity, actives largely listed as inhibitors | hit rate 4.3% among 94,000; note: potency is the fitted concentration of half-maximal effect; nearly all actives have a fitted effect of over 55% in size
#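 First NIH 3T3 cells are plated at 400 cells/well; next compound is pinned in; then plates incubate 48 or 72 hr at 37 °C; finally CellTiter-Glo is added and luminescence read after 10 min.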
# SNCA expr inh: SNCA gene expression inhibition | HEK-293 SNCA-luciferase knock-in, luminescence, 24 h | Potency, µM (top dose mostly 57.2 µM), for the others: top-dose activity change, negative = inhibition, hits mostly inhibitors | hit rate 0.17% among 140,000 | AID 1671194;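 note: potency is the fitted concentration of half-maximal effect; plate controls were DMSO cells for no effect and cell-free wells for full effect; nearly all actives have a fitted effect of over 45% in size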
# SNCA viab count: cell viability loss counter-screen. hit rate 0.12% among 150,000. Potency, µM (titrated, usually from 57.1 µM), without a hit: at the highest dose activity change, negative = cytotoxicity, most hits filed as cytotoxic. HEK-293-SNCA-luc viability, GF-AFC fluorescence, 24 h. AID 1671193;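 note: potency is the fitted concentration of half-maximal effect; 0% = DMSO-treated cells and -100% = medium-only wells without cells; nearly all actives have a fitted effect of over 30% in size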
#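 HEK-293-SNCA-luc cells (1500/well) plated 24 h, then exposed 24 h to a dilution series; GF-AFC added 30 min at 37C, fluorescence 405/540 nm; normalised to medium-only and DMSO wells, Hill fit.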
# GPT2 inhibitor: inhibitors of human GPT2 alanine aminotransferase. Potency, µM (titrated, usually from 57.7 µM), for inactives: at the top dose activity change, negative = inhibition, usual class: inhibitors. hit rate 0.25% among 100,000. Recombinant GPT2, coupled pyruvate oxidase/HRP Amplex Red fluorescence; note: potency is the fitted concentration of half-maximal effect; nearly all actives have a fitted effect of over 60% in size; many of its hits are not listed in these tables
# Target sequence (Q8TD30 whole entry, looked up): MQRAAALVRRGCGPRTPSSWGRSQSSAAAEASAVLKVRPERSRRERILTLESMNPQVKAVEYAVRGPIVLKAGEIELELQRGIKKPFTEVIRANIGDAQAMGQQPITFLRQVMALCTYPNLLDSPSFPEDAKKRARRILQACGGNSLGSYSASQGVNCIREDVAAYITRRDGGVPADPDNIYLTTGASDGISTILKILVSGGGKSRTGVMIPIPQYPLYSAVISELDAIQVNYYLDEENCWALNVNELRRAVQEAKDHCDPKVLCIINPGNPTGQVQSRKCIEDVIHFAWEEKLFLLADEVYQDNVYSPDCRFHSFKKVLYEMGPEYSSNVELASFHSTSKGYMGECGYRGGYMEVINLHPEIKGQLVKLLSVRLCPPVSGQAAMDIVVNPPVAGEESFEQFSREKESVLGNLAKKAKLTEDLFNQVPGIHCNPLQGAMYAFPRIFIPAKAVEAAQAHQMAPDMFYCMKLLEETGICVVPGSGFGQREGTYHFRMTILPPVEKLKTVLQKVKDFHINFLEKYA
#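 Recombinant GPT2 (10ng/uL) with 250uM a-KG and 2mM L-alanine, 30 min at room temperature, in HEPES pH 7.5 buffer. Pyruvate detected by pyruvate oxidase/HRP/Amplex Red fluorescence after 30 min in the dark; AOA (50uM) as positive control.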
# IP6K1 inhibitor: inhibitors of human IP6K1 | Q92551 | IP6K1 kinase, ADP-Glo luminescence, 2 h; hits give low values | activity change, % (series mostly up to about 58 µM) | hit rate 0.81% among 140,000; in the data active = activity change below about -25%
#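 ADP-Glo luminescence measures ADP made by human IP6K1 during a 2 h RT reaction with ATP/IP6 (mix at 1.3 mM/130 uM); top library doses 57.5 and 19.1 uM final.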
# HEK cytotox: kills HEK 293 cells; Potency, µM (titrated, usually from 115 µM), for inactives: at the highest dose activity change, negative = cytotoxicity, most hits filed as inhibitors; HEK 293 viability, ATP luminescence (CellTiter-Glo), 48-72 h; AID 1345083; hit rate 6.6% among 94,000; note: potency is the fitted concentration of half-maximal effect; nearly all actives have a fitted effect of over 60% in size
#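 Pintool-delivered compounds were incubated with HEK 293 cells (250 cells/well) at 37 degree Celsius for 48 or 72 hr. ATP-dependent luminescence (CellTiter-Glo) then reported remaining viable cells.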
# Starred values were filed as active, the others as inactive; i = inactive; ? = inconclusive; nt = no result given; [ ] = another dose, or the depositor's remark. Unless noted, calls come from the whole dose curve; as a rule, active = well fitted curve in the direction sought with a large enough effect; inconclusive = small, poorly fitted or top-dose-only effect, or another doubt; inactive = no such curve, though single readings can be large; an effect the other way counts as inactive or inconclusive. Unless noted, % is set by controls: 0 for no effect and ±100 for the full control effect. This is a subset. The share of hits here may be higher or lower than overall.
SMILES,Luciferase inh,NIH3T3 tox,SNCA expr inh,SNCA viab count,GPT2 inhibitor,IP6K1 inhibitor,HEK cytotox
CC1=C[C@@H](CNC(=O)C(C)(C)C)[C@H](C(C)C)C[C@H]1Cc1nnc(-c2ccncc2)o1,-3%[172 µM],-20%[174 µM],-30%[87.6 µM],?,0%[88.5 µM],-1,79µM*
CCOc1ccccc1C(=O)N1CCC(n2cc(-c3nc(-c4ccccc4)no3)nn2)CC1,-12%,?,19%,-18%,i,15,40µM*
O=C(c1nc2cccnc2n(CCc2ccccc2)c1=O)N1CCN(C(=O)C2CCCC2)CC1,nt,-29%,-7%,5%,0%,13,1%
Cc1ccc(CNC(=O)c2ccc(CSCc3ccccc3Cl)o2)cc1,nt,nt,14%,9%,nt,-12,nt
CCOc1ccc(NC(=O)C2CCCN(S(=O)(=O)c3ccc(Br)s3)C2)cc1 (stereo not given),nt,nt,15%,0%,nt,19,nt
COc1cccc(S(=O)(=O)N2CCC(Oc3ccc(C(N)=O)cn3)CC2)c1,-5%,-23%,?,7%,i,13,?
CCOc1ccc2cc(-c3nnc(Nc4ccccc4F)s3)c(=O)oc2c1,nt,nt,79%,7%,nt,22,nt
CCn1nccc1C(=O)N1C[C@@H](Oc2ccccc2)C[C@H]1C(=O)NCCOC,3%,-7%,1%,-23%,-14%,35,-1%
COCCOc1cc(=O)n2c(c1C(=O)NC1CCC1)CCOCC2,3%,i,-11%,-17%,i,-6,i
CO[C@H]1C(=O)N(C2CCN(C(=O)CCc3c[nH]c4ccccc34)CC2)[C@H]1c1ccncc1,4%,-17%,4%,5%,-1%,0,-6%
COc1ccc(CC(=O)N2CCC(Cc3nc(-c4ccc(F)cc4)no3)CC2)cc1OC,-5%,?,-18%,-10%,i,0,?
CC(C)Cn1nc2n(c1=O)CCN(S(=O)(=O)Cc1ccccc1)CC2,-12%,i,11%,?,-2%,-1,5%
O=C([C@H]1C[C@H](Oc2cccnc2)CN1C(=O)Nc1cccc(F)c1)N1CCOCC1,-2%,5%,13%,-5%,3%,21,-9%
O=C(Cn1cc(C(F)(F)F)ccc1=O)N1CCn2nc(CO)cc2C1,10%,5%,9%,-1%,3%,-9,i
CC(C)CC(=O)Nc1ccc(Cl)c(-c2nc3ccccc3[nH]2)c1,nt,nt,19%,-30%,nt,8,nt
COc1cc(CN(C)C(=O)c2c(C)noc2-c2ccc(C(C)(C)C)cc2)cc(OC)c1OC,-11%,?,-9%,4%,-11%,-3,40µM*
COc1cccc(-c2ccc(CN3CCCC3C(=O)NC3CCC3)cc2)c1 (stereo not given),nt,?,20%,-8%,i,-5,?
Cc1ccc(CN[C@@H]2CO[C@H](CNC(=O)CC(C)(C)C)[C@H]2O)cc1,-2%[172 µM],-13%[138 µM],-11%[87.6 µM],5%[87.6 µM],1%[88.5 µM],14,-9%[172 µM]
O=C(Cc1cn2ccsc2n1)NC1CC(c2nnc(CO)n2C2CC2)C1 (stereo not given),-8%,5%,-7%,-16%,3%,4,-4%
Cn1cccc1C(=O)N1[C@@H]2CC[C@H]1CC(NC(=O)c1ccc(F)cc1)C2 (stereo not given in full),-7%,-18%,-23%,4%,-2%,2,-20%
COc1ccc(-c2csc3ncnc(Nc4cc(OC)cc(OC)c4)c23)cc1,nt,nt,3%,-8%,nt,10,nt
COCCNC(=O)[C@H]1C[C@H](Oc2ccccc2)CN1C(=O)Nc1cccc(F)c1,-3%,2%,-29%,3%,i,12,i
CCOCc1ccccc1Nc1ncnc2onc(-c3ccc(Cl)cc3)c12,nt,nt,-12%,2%,nt,26,nt
Cc1ccc(NC(=O)N2CCOCCNC(=O)[C@H]3CCCC[C@H]32)cc1C,-8%,1%,3%,-3%,-2%,1,i
N#Cc1cccc(CN2CCCN(S(=O)(=O)c3ccccc3)CCC(=O)NCC2)c1,-2%,-30%,11%,1%,1%,5,-30%
CCOC(=O)C1CCC(CN(Cc2ccc(Cl)cc2)S(=O)(=O)c2ccc(F)c(C(=O)Nc3cccc(F)c3)c2)CC1 (stereo not given),nt,nt,7%,-14%,nt,38,nt
O=C(C1CCCCC1)N1CC[C@](O)(c2ccccc2)[C@H](N2CCCC2)C1,0%,?,15%,-27%,-26%,22,?
COc1cc(OC)c(N(C)C(=O)c2c(C)oc3ncnc(N4CCCCC4)c23)cc1Cl,nt,nt,-20%,-21%,nt,3,nt
CCN1c2cc(C(=O)NCc3ccc(Br)cc3)ccc2C(=O)N2CCCCC21 (stereo not given),-13%,?,-14%,3%[12.5 µM],i,-13,?
Cn1cc(-c2cccc(Cl)c2)c2nc(CO)cn2c1=O,3%[230 µM],?,25%[87.6 µM],-9%[87.6 µM],-3%[88.5 µM],-20,-23%[230 µM]
Cc1ccc(NC(=O)c2c(C)nc3sc(C(=O)Nc4ccc(F)cc4)c(N)c3c2-c2ccc(Cl)cc2)c(C)c1,nt,nt,-8%,10%,nt,7,nt
CCOCCOC1CCN(C(=O)Nc2ccc(OC)cc2)CC1,-17%,-24%,62%[activator],21%[12.5 µM],i,7,-10%
COCc1nc(C2CCCN(C(=O)CCc3ccccc3)C2)no1 (stereo not given),-2%,-5%,-6%,2%[12.5 µM],i,-5,2%
Cc1ccc(Nc2ncncc2-c2nc(-c3ccccc3)no2)cc1F,30%,0%,17%,3%,-10%,-2,i
COc1ccc(NC(=O)CC2C(=O)N(c3ccccc3)C(=O)N2CCc2sccc2C)cc1 (stereo not given),nt,nt,71%[activator],-12%,nt,-33*,nt
COc1ccc(Br)cc1CNC(=O)c1cc(=O)[nH]c2ccc(S(=O)(=O)N3CCCCC3C)cc12 (stereo not given),nt,nt,-43%,?,nt,8,nt
COc1ccccc1NC(=O)CN1C(=O)NC2(CCCCC2)C1=O,-10%,-18%,-26%,-2%,4%,5,-10%
COc1ccccc1C(=O)N1CCc2c(c(-c3nncn3Cc3ccccc3)nn2C)C1,nt,-28%,-11%,-25%,-9%,1,-21%
CCN1CCCC2(Cc3ccccc3CN(C(=O)CCCC(=O)O)C2)C1 (stereo not given),nt,?,2%,6%,1%,3,i
C[S+](=O)([O-])c1ccc(-c2nnc3ccc(C(=O)NCCc4ccccc4)cn23)cc1,nt,-20%,-11%,15%,i,-3,-13%
O=S(=O)(Nc1nc2n(n1)C(c1ccc(F)cc1)C=C(c1ccccc1)N2)c1ccccc1 (stereo not given),nt,nt,-3%,?,nt,2,nt
O=C1CC(c2nc3ccccc3n2CCC2CCCCC2)CN1c1ccccc1Cl (stereo not given),nt,nt,21%,-5%,nt,-11,nt
Cc1n[nH]c(C)c1CNC(=O)C12CCCC=C1N(Cc1ccccc1)C(=O)CC2 (stereo not given),-8%,-21%,-3%,-1%,i,-4,-1%
CCCCN(CC)CCCNC(=O)c1nn(C)c2c1CS(=O)(=O)c1ccccc1-2,nt,nt,5%,-10%,nt,-2,nt
O=C(NCc1ccccc1)C1CCCN(C2CCN(C(=O)c3ccco3)CC2)C1 (stereo not given),-7%,-8%,1%,0%,i,-1,4%

# 10 of the compounds above, with two lines to a compound.
# Values run as follows: Luciferase inh	NIH3T3 tox	SNCA expr inh	SNCA viab count	GPT2 inhibitor	IP6K1 inhibitor	HEK cytotox
- Cc1ccc(NC(=O)c2c(C)nc3sc(C(=O)Nc4ccc(F)cc4)c(N)c3c2-c2ccc(Cl)cc2)c(C)c1
 : nt	nt	-8%	10%	nt	7	nt
- CCOCCOC1CCN(C(=O)Nc2ccc(OC)cc2)CC1
 : -17%	-24%	62%[activator]	21%[12.5 µM]	i	7	-10%
- COCc1nc(C2CCCN(C(=O)CCc3ccccc3)C2)no1 (stereo not given)
 : -2%	-5%	-6%	2%[12.5 µM]	i	-5	2%
- Cc1ccc(Nc2ncncc2-c2nc(-c3ccccc3)no2)cc1F
 : 30%	0%	17%	3%	-10%	-2	i
- COc1ccc(NC(=O)CC2C(=O)N(c3ccccc3)C(=O)N2CCc2sccc2C)cc1 (stereo not given)
 : nt	nt	71%[activator]	-12%	nt	-33*	nt
- COc1ccc(Br)cc1CNC(=O)c1cc(=O)[nH]c2ccc(S(=O)(=O)N3CCCCC3C)cc12 (stereo not given)
 : nt	nt	-43%	?	nt	8	nt
- COc1ccccc1NC(=O)CN1C(=O)NC2(CCCCC2)C1=O
 : -10%	-18%	-26%	-2%	4%	5	-10%
- COc1ccccc1C(=O)N1CCc2c(c(-c3nncn3Cc3ccccc3)nn2C)C1
 : nt	-28%	-11%	-25%	-9%	1	-21%
- CCN1CCCC2(Cc3ccccc3CN(C(=O)CCCC(=O)O)C2)C1 (stereo not given)
 : nt	?	2%	6%	1%	3	i
- C[S+](=O)([O-])c1ccc(-c2nnc3ccc(C(=O)NCCc4ccccc4)cn23)cc1
 : nt	-20%	-11%	15%	i	-3	-13%

# (listing goes on)
SMILES,Luciferase inh,NIH3T3 tox,SNCA expr inh,SNCA viab count,GPT2 inhibitor,IP6K1 inhibitor,HEK cytotox
COCCNC(=O)C1CCCCN1Cc1ccc(-c2cccs2)cc1 (stereo not given),nt,?,3%,4%,-7%,-9,40µM*
CC(=O)Nc1cc(C(=O)NCc2ccc(F)cc2)ccc1Sc1ccc(F)cc1,nt,nt,-9%,-18%,nt,24,nt
Cc1nn(CC(=O)NCCc2ccccc2Cl)c(=O)c2nn(-c3ccccc3)c(C)c12,nt,nt,10%,2%,nt,7,nt
N#Cc1ccc(C(=O)NCC(=O)N2CCCCCNC(=O)CC2c2ccccc2)cc1 (stereo not given),-10%,-1%,-11%,6%,i,-11,-6%
CN1C(=O)CCC2(CNC(=O)CCc3c[nH]c4ccccc34)CCC=C12 (stereo not given),nt,-5%,9%,?,1%,-10,-2%
O=[S+]1([O-])NCC2(CCN(Cc3cccnc3)CC2)Oc2ncccc21,nt,-22%,28%,2%,-39%,8,-16%
N#Cc1cccc(CN2CC(CNc3ccccc3)C3(C2)CN(c2ccccc2)C3)c1 (stereo not given),4%[172 µM],-6%[138 µM],-24%[87.6 µM],7%[87.6 µM],-15%[88.5 µM],-8,?
Cc1cc(N2CCC(C(=O)Nc3ccc(F)cc3C)CC2)n2nc(C)c(-c3ccc(Cl)cc3)c2n1,nt,nt,3%,12%,nt,-15,nt
CC(=O)O[C@H]1CC(C)(C)CC2[C@]13CO[C@@]21CCC2[C@@]4(C)CC[C@H](O[C@@H]5OC[C@H](O[C@@H]6O[C@H](CO)[C@@H](O)[C@H](O)[C@H]6O[C@@H]6OC[C@@H](O)[C@H](O)[C@H]6O)[C@H](O)[C@H]5O[C@@H]5O[C@H](CO)[C@@H](O)[C@H](O)[C@H]5O)[C@@](C)(CO)C4CC[C@@]2(C)[C@]1(C)C[C@H]3O (stereo not given in full),nt,nt,nt,-29%[12.5 µM],i,22,nt
COc1ccc(C(=O)NC[C@H]2Cn3c(-c4ccc(Cl)cc4)cnc3CO2)cc1,?,?,?,-24%[87.6 µM],i,3,100µM*
